High-throughput results as filed in PubChem BioAssay.
FXIIa mix inh – factor XIIa (human) inhibition, mixture screen; AID 684; inhibition, % at 5 µM; purified FXIIa, fluorogenic substrate, pooled mixtures; actives 0.2% (n = 62,000); P00748;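 also: 0% = enzyme without compound and 100% = no enzyme blank; some results filed as inactive read as strong as hits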
AP complement – alternative pathway complement inhibition, orthogonal assay. Human serum alternative complement pathway, LPS-coated ELISA, C3 deposition; tested in compound mixtures. inhibition, % at 5 µM. actives 0.08% (n = 62,000);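 active = inhibition above 30% in each of the two pooled mixtures holding the compound, so the lower value exceeds 30%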;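 also: 0% = serum in Mg-EGTA without compound and 100% = EDTA serum blank; some compounds past the cut are filed as inactive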
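Assay system: human serum alternative complement pathway, C3 deposition on LPS-coated wells; Dosing: 5 µM per compound in ten-compound mixtures; Detection: Anti-C3 ELISA, OD 450 nm; Buffer or medium: Mg2+-EGTA GVB++ buffer containing human serum at 1:15 dilution; Timing: 1 h at 37 °C; Replication: two different pools per compound.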
CatB inh – inhibitors of human cathepsin B; purified cathepsin B, fluorogenic substrate, fluorescence; P07858; actives 0.1% (n = 63,000); inhibition, %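 (tested at 10 µM)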; in the data active = inhibition above about 21%;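 also: 0% = enzyme with no compound and 100% = no enzyme blank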
CatS inh – inhibitors of human cathepsin S; recombinant cathepsin S, AMC dipeptide fluorescence, pooled mixtures; inhibition, %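 (tested at 5 µM per compound within 10-compound mixtures)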; actives 0.06% (n = 62,000); AID 501; in the data active = inhibition above about 32%, passing the limit was not always enough; inconclusive = no clear call, values can overlap the other calls;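 also: 0% = enzyme without compound and 100% = blank without enzyme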
Target sequence (P25774 115-331 limits assumed): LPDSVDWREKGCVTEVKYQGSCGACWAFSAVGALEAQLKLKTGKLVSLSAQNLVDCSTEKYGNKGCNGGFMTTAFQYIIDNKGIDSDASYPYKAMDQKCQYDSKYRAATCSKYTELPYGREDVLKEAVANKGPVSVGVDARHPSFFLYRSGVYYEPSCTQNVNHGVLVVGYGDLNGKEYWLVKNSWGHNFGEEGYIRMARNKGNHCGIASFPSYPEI
CatL block – inhibitors of human cathepsin L. purified cathepsin L, fluorogenic substrate, fluorescence. inhibition, %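 (tested at 10 µM)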. actives 0.17% (n = 58,000); in the data active = inhibition above about 45%;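 also: 0% = enzyme with no compound and 100% = no enzyme blank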
CatB mix inh – inhibitors of human cathepsin B in compound mixtures | actives 0.06% (n = 62,000) | AID 488 | Purified cathepsin B, AMC dipeptide fluorescence | inhibition, %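 (ten-compound pools at 5 µM per compound and 50 µM total)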 | P07858; in the data active = inhibition above about 22%, passing the limit was not always enough; inconclusive = no clear call, values can overlap the other calls;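 also: 0% = enzyme without compound and 100% = no enzyme blank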
C1s block – human complement C1s inhibition; P09871; purified C1s, fluorogenic AMC substrate, pooled mixtures; mean inhibition % of two 10-compound mixtures (stronger effect = higher value), % at 5 µM (by protocol); actives 0.16% (n = 62,000); AID 538;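 active = inhibition above 20% in each of the two 10-compound mixture wells holding the compound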;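 also: 0% = enzyme wells lacking compound mixture and 100% = no-enzyme blank wells; some compounds called inactive have numbers as strong as hits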
Target sequence (P09871 16-437 limits assumed): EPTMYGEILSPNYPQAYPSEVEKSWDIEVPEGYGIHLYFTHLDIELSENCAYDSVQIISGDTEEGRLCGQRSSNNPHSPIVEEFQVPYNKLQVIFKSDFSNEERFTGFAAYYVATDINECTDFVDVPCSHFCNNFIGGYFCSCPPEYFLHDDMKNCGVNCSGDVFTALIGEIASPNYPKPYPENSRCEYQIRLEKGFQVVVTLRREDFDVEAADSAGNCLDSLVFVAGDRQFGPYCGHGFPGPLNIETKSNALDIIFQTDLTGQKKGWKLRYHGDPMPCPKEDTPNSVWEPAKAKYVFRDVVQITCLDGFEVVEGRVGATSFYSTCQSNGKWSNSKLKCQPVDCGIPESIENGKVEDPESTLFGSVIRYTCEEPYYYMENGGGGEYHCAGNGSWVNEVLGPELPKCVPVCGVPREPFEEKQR
Target sequence (P09871 438-688 limits assumed): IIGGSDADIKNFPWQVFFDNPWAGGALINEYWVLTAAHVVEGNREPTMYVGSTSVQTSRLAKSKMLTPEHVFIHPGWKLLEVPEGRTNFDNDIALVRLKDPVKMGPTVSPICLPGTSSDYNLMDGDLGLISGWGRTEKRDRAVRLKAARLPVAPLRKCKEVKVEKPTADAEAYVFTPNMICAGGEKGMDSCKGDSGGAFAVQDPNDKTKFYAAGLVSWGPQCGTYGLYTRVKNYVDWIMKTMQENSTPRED
Cathepsin G inh – inhibitors of human cathepsin G; P08311; purified enzyme, AMC-tetrapeptide fluorescence, pooled mixtures; inhibition, % at 5 µM (by protocol); actives 0.2% (n = 62,000);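 active = inhibition above 20% in each of the two mixture wells holding the compound; inactive = inhibition of 20% or less in either well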;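 also: 0% = enzyme control without mixture and 100% = blank lacking enzyme; strong numbers were not always called active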
FXIa inh mix – inhibitors of human coagulation factor XIa, pooled mixtures. P03951. purified FXIa, fluorogenic substrate. inhibition, % at 5 µM. actives 0.19% (n = 62,000);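 also: each value is inhibition by a whole ten-compound pool holding the compound; 0% = enzyme with no mixture and 100% = wells lacking enzyme; strong numbers were not always called active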
Starred values were filed as active, the others as inactive; i = inactive; ? = inconclusive; · = no result given. Rule as the data show it, unless noted: active = inhibition above about 20% (passing the limit was not always enough); inactive = the rest. These rows are one share of the data; count on the stated rates, not on these rows.

FXIIa mix inh,AP complement,CatB inh,CatS inh,CatL block,CatB mix inh,C1s block,Cathepsin G inh,FXIa inh mix,smiles
4,11,7,-11,·,-2,-56,-2,-5,COc1ccc(OCC(O)CNC(=O)c2ccc(Br)cc2)cc1 (centres undefined)
-15,16,-8,-9,4,-1,-1,6,-2,CC(C)=CC(=O)Nc1nnc(-c2cccnc2)s1
1,8,-3,-8,-4,5,-17,-4,1,CCOC(=O)C1CCCN(C(=O)c2cncc(Br)c2)C1 (centres undefined)
5,7,0,5,2,4,12,8,4,CCC(=O)OCc1cc2cccc(C)c2[nH]c1=O
15,1,2,6,·,-4,-12,5,-5,N#CC1=C(N)NC(SCC(=O)Nc2ccccc2)=C(C#N)C12CCCC2
2,11,2,-18,4,-10,3,6,-1,COc1cccc(S(=O)(=O)Nc2ccc(C(=O)N3CCN(C(=O)c4ccco4)CC3)cc2)c1
0,10,2,1,-10,1,-2,1,5,c1nc2sc3c(c2c2nnnn12)CCC3
2,-1,5,-2,5,2,-10,7,1,CCC(C)[C@H](NC(=O)NCc1ccccc1Cl)C(=O)O (some centres undefined)
-3,15,2,-14,8,0,-36,4,-3,c1csc(Cc2nn3c(-c4n[nH]c5c4CCC5)nnc3s2)c1
6,-2,5,8,8,4,11,12,5,Cc1cccc(NCc2ccccc2O)c1
7,11,4,0,11,-5,-71,-8,-4,CCN(C(=O)CN1CCN(C)CC1)c1cccc2ccccc12
-16,19,-1,10,13,-2,-11,-4,8,CCC(C)NC(=O)c1cc(OC)c(OC)c(OC)c1 (centres undefined)
-3,24,-2,-2,7,8,0,5,8,COc1ccc(N2CCN(C(=O)c3ccc(NS(=O)(=O)c4ccc(F)cc4)cc3)CC2)cc1
6,-8,-1,-7,7,0,-16,-6,2,CCCCN(C(=O)Cn1nnc2ccccc21)C(C(=O)NCc1ccco1)c1ccncc1 (centres undefined)
6,22,-1,0,-12,0,-1,9,-2,Cc1cccc(CSc2nnc(-c3ccco3)n2C)c1
4,13,0,-1,·,4,15,10,11,Cc1ccccc1-c1nc(CS(=O)(=O)CC(=O)N2CCc3ccccc3C2)c(C)o1
5,2,0,2,20,-2,13,10,8,COc1ccc(-c2cc3nc4c(c(=O)n3[nH]2)CCC4)cc1
-8,6,-4,18,-2,11,6,8,9,O=C(NC12CC3CC(CC(C3)C1)C2)N1CCN(C(=O)C2CCCO2)CC1 (centres undefined)
-22,7,1,-2,-4,7,-2,0,5,CCCCOC(=O)CSc1nnc(-c2ccc(Cl)cc2Cl)o1
8,-10,1,9,4,2,2,0,-2,CCN(CC)c1ccc(NC(=O)c2[nH]c(C)c(C(C)=O)c2C)c(C)c1
3,20,-6,-6,-9,6,6,0,7,COc1ccc(OC)c(-n2c(C)nc3cc(C(=O)O)ccc32)c1
1,13,3,-24,22,5,5,13,12,CCC(=O)Nc1cc(OC)c(NC(=O)c2ccccc2)cc1OC
-18,2,1,7,3,3,30,-6,2,CCc1ccc(C=NC23CN4CN(CN(C4)C2)C3)s1
7,14,0,-5,-6,5,17,9,7,O=S(=O)(O)CCN1CCOCC1
1,14,-5,-14,6,4,1,-1,8,CC1(C)NC(=O)N(CCOc2ccc3c(c2)CCC3)C1=O
1,23,-1,-24,-22,-8,-58,-18,-24,CCOCC(=O)Nc1nnc(C)s1
7,17,6,-1,-4,3,3,8,3,CCOc1ccc(C2c3c(oc4cc(C)c(C)cc4c3=O)C(=O)N2CCCN2CCOCC2)cc1 (centres undefined)
9,4,6,-4,0,3,-4,9,4,Cc1ccc(NC(=O)COC(=O)c2ccc3c(c2)NC(=O)C2CCCN32)cc1C (centres undefined)
3,16,0,-2,-5,5,12,6,8,CC(C)CNS(=O)(=O)c1ccc(CCC(=O)NCc2ccco2)cc1
4,8,·,-3,·,-2,9,0,4,CC(=O)N1C=CN(C(C)=O)C(c2cn(C)c3ccccc23)C1c1cn(C)c2ccccc12 (centres undefined)
5,18,2,4,-46,4,7,8,12,O=C(NC1CCCc2ccccc21)C1CCN(c2c3c(nc4ncnn24)CCC3)CC1 (centres undefined)
-1,-16,0,-14,1,-2,-102,-21,-16,CCCC(=O)Nc1nnc(-c2ccco2)s1
-12,14,-2,-7,-1,-5,1,-23,6,CC(=O)c1cccc(NC(=O)c2cc3nc(C)cc(C)n3n2)c1
6,7,-5,-66,-257,-37,-179,-56,-87,CCOC(=O)c1cc2c(=O)n3ccccc3nc2n(CC2CCCO2)c1=NC(C)=O (centres undefined)
-21,10,-5,-3,-3,-7,-1,0,4,Cn1c(=S)[nH]c2cccnc21
11,27,-3,-17,-3,-7,-116,-3,-21,COC(=O)c1ccccc1NC(=O)c1ccco1
6,0,1,6,7,-8,-27,-3,0,Cc1cc(=O)n2[nH]c(-c3ccc(F)cc3)nc2n1
-2,5,-1,-1,-1,1,0,-7,5,Cc1ccc2nc(NCc3ccco3)c(C=NCc3ccco3)c(=O)n2c1
19,-10,0,-8,-7,-8,-83,-28,-27,COCCn1c(C)cc(C(=O)CSc2nc(C)nc3sc4c(c23)CCC4)c1C
3,-5,4,8,·,0,3,11,10,Cc1ccc2oc(C(=O)NCc3ccc4c(c3)OCO4)c(C)c2c1
7,4,3,-18,21,-6,-111,-6,-19,Cc1c(NC(=O)CSc2nc3c(cnn3-c3ccccc3)c(=O)[nH]2)c(=O)n(-c2ccccc2)n1C
2,20,2,-10,-6,5,4,7,8,COc1ccc2c(CC(=O)N(C)CC3COc4ccccc4O3)coc2c1 (centres undefined)
-15,15,1,-9,-4,-5,-33,3,3,CCCNC(=O)c1nc2ncc(Br)cn2n1
-13,14,1,-1,12,-1,13,8,7,CCn1c(=NC(=O)c2ccc(N3C(=O)CCC3=O)cc2)sc2c(OC)ccc(OC)c21
0,15,2,6,-2,-5,3,8,1,CCSC1(SCC)N=C(N)C2(C#N)C(c3ccccc3)NC3=C(CCC3)C12C#N (centres undefined)
-8,6,1,7,9,6,10,8,6,CC1CCCCN1S(=O)(=O)c1ccc(NC(=O)c2cccs2)cc1 (centres undefined)
4,18,8,-4,10,3,3,2,1,CCN(CC)CCNC(=O)c1ccc(NC(C)=O)cc1
5,21,2,5,2,7,17,11,7,CCc1c(C)sc(NC(=O)OC)c1C(=O)N1CCOCC1
7,5,1,2,3,2,-6,-12,5,CCOC(=O)c1ccccc1NC(=O)c1cccnc1
-19,14,-5,1,12,3,-15,4,-3,CS(=O)(=O)Nc1ccccc1C(=O)Nc1ccc2c(c1)OCCO2
6,2,5,0,2,4,-1,0,4,COc1ccc(OC)c2[nH]c(=O)c(CCNC(=O)CC(C)C)cc12
7,-1,3,0,22,3,9,11,2,CCc1ccccc1NC(=O)N[C@@H](C)C(=O)O
3,-1,2,-14,·,0,1,4,-6,CCOc1ccc(Cl)cc1/C=N/O
4,-8,6,12,18,-1,-36,-7,1,Cc1cc(C(C)(C)C)cc(S(=O)(=O)NCCO)c1C
6,-1,3,17,-2,3,-1,9,-1,CC1CCCN(C(=O)Cn2c(=O)oc3ccccc32)C1 (centres undefined)
1,5,2,4,16,6,10,7,5,O=C(NCc1ccco1)c1ccccc1Nc1ccc(F)cc1
0,2,0,10,4,-2,-3,4,9,O=S(=O)(Nc1cccc2cccnc12)c1ccc(S(=O)(=O)N2CCCC2)cc1
-2,6,1,1,11,-1,13,10,4,Cc1cc(C)c2c(N=CN(C)C)c(C(=O)N3CCN(c4ncccn4)CC3)sc2n1
-19,2,2,11,11,4,-29,2,10,CCn1cnc2c1c(=O)n(CC(=O)N1CCc3ccccc31)c(=O)n2Cc1ccccc1
2,12,-1,-9,-44,3,-20,4,-6,Cc1cccc(-c2nnc(-c3ccc(N)cc3)o2)c1

Next section:
FXIIa mix inh,AP complement,CatB inh,CatS inh,CatL block,CatB mix inh,C1s block,Cathepsin G inh,FXIa inh mix,smiles
-1,0,-14,6,i,-1,-41,-6,-9,Cc1ccc(S(=O)(=O)c2cc3c(=O)n4ccccc4nc3n(CC3CCCO3)c2=N)cc1C (centres undefined)
6,7,0,0,7,0,-3,0,7,O=C(C1CCN(S(=O)(=O)c2cccc3nsnc23)CC1)N1CCN(c2ccccc2F)CC1
12,2,4,-5,3,2,10,7,6,CCOC(=O)N1CCN(c2c(-c3ccc(C)c(C)c3)c(=O)c2=O)CC1
4,7,1,-3,·,2,4,10,-1,COc1ccc(OC)c(C(=O)COC(=O)c2ccc(C)o2)c1
10,22,0,-2,23,-1,0,6,5,O=C(COC(=O)CNC(=O)C1CCCCC1)Nc1ccc(Cl)cn1
6,35*,-3,-8,-8,1,1,7,-1,Cc1ccc(OC(=O)C(F)(F)F)c2c1NCCC2
4,11,1,10,-4,10,7,4,4,CC(C)Oc1cc2oc(=O)c3c(c2cc1Cl)CCC3
-3,7,7,-16,8,-1,-14,3,0,Cn1ncc2c(NCc3ccccc3)ncnc21
-16,3,1,5,4,1,-4,32,10,COc1ccc(C(=O)Cn2c(N3CCOCC3)nc3c2c(=O)n(C)c(=O)n3C)cc1
-28,-1,2,4,30,1,-4,-1,1,O=C(C1CCN(c2nnc(-n3cccc3)s2)CC1)N1CCc2ccccc2C1
-2,18,0,-4,-1,3,21,9,8,COC(=O)c1c(F)c(F)c(N2CCOCC2)c(F)c1F
-4,6,4,6,-2,-7,2,6,-4,Cc1cc(SCC(N)=O)nc(SCC(=O)c2ccccc2)n1
2,6,-1,0,9,1,2,9,0,Cc1ccc(N2CC(C(=O)NC3=NCCS3)CC2=O)cc1 (centres undefined)
1,7,4,11,15,-4,13,6,-2,CNC(=O)c1cc2c(s1)CCCCCC2
6,18,2,2,8,3,7,17,6,Cc1ccc2nc3ccc(N4CCCC4)nn3c(=O)c2c1
3,23,2,-6,-7,2,-3,6,8,CCOC(=O)N1CCC(NC(=O)c2cc(S(=O)(=O)N3CCOCC3)ccc2F)CC1
12,6,1,-1,-1,1,-2,-1,14,O=C(O)C1CC(=O)N(Cc2ccc(F)cc2)C1 (centres undefined)
13,-3,-3,1,7,1,0,5,23*,Cc1cc(C)cc(N2CCCn3c2nc2c3c(=O)n(CCN3CCOCC3)c(=O)n2C)c1
3,-12,2,·,-6,4,-9,-10,3,COc1ccc(C)cc1NC(=O)CCC(=O)Nc1ccc2nc(N3CCN(C)CC3)cc(C)c2c1
2,7,0,-3,2,3,2,-3,8,CN1CCC(N(C)C(=O)COc2ccccc2-c2ccccc2)CC1
45,-9,·,?,3,6,-10,-13,2,CC(=O)c1ccc(NS(=O)(=O)c2ccccc2)cc1
-4,4,-5,-25,-14,-4,-60,-12,-8,O=C(c1ccc(S(=O)(=O)N2CCOCC2)cc1)N1CCN(c2ccccc2)CC1
2,12,4,0,21,0,4,9,10,O=C(CSc1nc2ccccc2c(=O)n1CCCO)NCc1ccccc1

Shown bar-delimited: 5 of the compounds above
molecule | FXIIa mix inh | AP complement | CatB inh | CatS inh | CatL block | CatB mix inh | C1s block | Cathepsin G inh | FXIa inh mix
CCOC(=O)N1CCC(NC(=O)c2cc(S(=O)(=O)N3CCOCC3)ccc2F)CC1 | 3 | 23 | 2 | -6 | -7 | 2 | -3 | 6 | 8
O=C(O)C1CC(=O)N(Cc2ccc(F)cc2)C1 (centres undefined) | 12 | 6 | 1 | -1 | -1 | 1 | -2 | -1 | 14
Cc1cc(C)cc(N2CCCn3c2nc2c3c(=O)n(CCN3CCOCC3)c(=O)n2C)c1 | 13 | -3 | -3 | 1 | 7 | 1 | 0 | 5 | 23*
COc1ccc(C)cc1NC(=O)CCC(=O)Nc1ccc2nc(N3CCN(C)CC3)cc(C)c2c1 | 3 | -12 | 2 | · | -6 | 4 | -9 | -10 | 3
CN1CCC(N(C)C(=O)COc2ccccc2-c2ccccc2)CC1 | 2 | 7 | 0 | -3 | 2 | 3 | 2 | -3 | 8
